Screens (PubChem)
COUP-TFII inh: inhibitors of human COUP-TFII (NR2F2). P24468. HEK293T NGFI-A luciferase reporter, luminescence. inhibition, % at 8.6 µM. 370,000 tested, 0.7% active;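 active means inhibition above a per-plate cutoff, mean inhibition of test wells between control levels plus 3 SD, cut at about 38% in these data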;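 further: cells cotransfected with COUP-TFII expression vector driving the NGFI-A reporter; 0% = median of COUP-TF2 test wells and 100% = reporter-only cells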
TWEAK Fn14 block: TWEAK-Fn14 signaling inhibition; 360,000 tested, 2% active; inhibition, % at 10 µM; TWEAK-stimulated Fn14 reporter cells, luciferase luminescence, 8 h; in the data active means inhibition above about 50%
CF NFkB inh: cystic fibrosis NF-kB activation inhibition; KKLEB NF-kB-GFP reporter, PAF-induced, GFP fluorescence overnight; 360,000 tested, 0.86% active; inhibition, % at 5 µM;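 active means at least 50% inhibition at 5 µM, scaled per plate between neutral and stimulator controls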;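 further: PAF is a Pseudomonas aeruginosa culture filtrate used as stimulus; plate controls were PAF-stimulated DMSO wells for no effect and unstimulated DMSO wells for full effect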
TROY signal inh: TROY signaling inhibition | AID 1347056 | Q293 LMP1-TROYcd NF-kB luciferase reporter, 4 h | inhibition, % at 10 µM | 360,000 tested, 0.98% active;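 active means compounds whose plate-normalised and pattern-corrected inhibition of the luciferase reporter signal at the single screening dose is 50% or more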
NCOA2 inhibitor: inhibits human steroid receptor coactivator 2 | Q15596 | HEK293 GAL4-SRC2 luciferase reporter, luminescence | inhibition, % at 9 µM | 370,000 tested, 0.17% active;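 active means inhibition above the mean inhibition of all tested compounds plus 3 SD, set per campaign, cut at about 52% in these data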;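 further: 0% = DMSO treated cells and 100% = cells given Gossypol at 36 µM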
LRH-1 inv ag: NR5A2 inverse agonism in reporter assay; HEK293T StAR-luciferase reporter, LRH-1 transfected, 24 h; inhibition, % at 3.6 µM; 360,000 tested, 0.13% active; AID 602396;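 active means inhibition above the mean inhibition of all tested compounds plus 3 SD, cut at about 73% in these data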;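 further: 0% = DMSO wells and 100% = reporter-only cells lacking LRH-1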
KKLEB cytotox: CF airway cell cytotoxicity counter-screen; activity change (cytotoxicity), % at 5 µM; KKLEB CF airway cells viability, ATPlite luminescence, overnight; hits give low values; cells stimulated with P. aeruginosa culture filtrate; 360,000 tested, 0.36% active; AID 602141;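 active means corrected activity change at or below -50% at 5 µM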
NCOA1 inh: inhibits human SRC1 coactivator. Q15788. HEK293 GAL4-SRC1 luciferase reporter, luminescence. inhibition, % at 3.6 µM. 360,000 tested, 0.12% active. AID 588354;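 active means inhibition above the campaign mean plus 3 SD, with each screening campaign given its own cutoff, cut at about 60% in these data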;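 further: 0% = DMSO treated cells and 100% = gossypol at 36 µM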
C8 TRAIL sens: sensitizes caspase-8 expressing cells to TRAIL; NB7+C8 cells + TRAIL, ATPlite viability luminescence; inhibition (viability loss, TRAIL sensitization), % at 10 µM; 360,000 tested, 1% active; AID 624354;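 active means compounds causing at least 50% loss of cell viability in the single-dose screen, relative to plate controls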
EBV LMP1 NFkB: inhibitors of Epstein-Barr LMP1-induced NF-kappaB reporter; 350,000 tested, 0.69% active; inhibition, % at 12.5 µM; AID 504558; LMP1-induced NF-kappaB luciferase reporter cells, luminescence; in the data active means inhibition above about 41%;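 further: 0% = neutral control wells and 100% = reference inhibitor control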
SRC3 inh: inhibitors of human steroid receptor coactivator 3 (SRC3); HEK293 GAL4-SRC3 luciferase reporter, luminescence; 360,000 tested, 0.17% active; inhibition, % at 3.6 µM; Q9Y6Q9;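 active means inhibition above a per-campaign cutoff, the mean of all compounds plus 3 SD, cut at about 60% in these data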;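 further: 0% = DMSO-treated cells and 100% = gossypol-treated cells at 36 µM; higher means less SRC3-driven luciferase light from the GAL4 reporter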
An asterisk follows results filed as active.

How did CC(C)(C)c1ccc(S(=O)(=O)N2CCC(N3CCCCC3)CC2)cc1 do in these assays?
COUP-TFII inh: 11.5; TWEAK Fn14 block: 7.0; CF NFkB inh: -6.0; TROY signal inh: 10.0; NCOA2 inhibitor: 18.5; LRH-1 inv ag: -44.7; KKLEB cytotox: 5.1; NCOA1 inh: 1.9; C8 TRAIL sens: -1.4; EBV LMP1 NFkB: 4.6; SRC3 inh: 13.1

What do the screens show for `COc1ccccc1N1CCN(CCC(=O)Nc2cccc(F)c2)CC1`?
COUP-TFII inh: 3.1; TWEAK Fn14 block: -8.6; CF NFkB inh: 0.2; TROY signal inh: 3.8; NCOA2 inhibitor: -17.2; LRH-1 inv ag: -2.2; KKLEB cytotox: -9.7; NCOA1 inh: 14.7; C8 TRAIL sens: -7.1; EBV LMP1 NFkB: 0.9; SRC3 inh: -4.2

Results for COc1cc2[nH]c(=O)n(Cc3ccc(C(=O)NC4CCCC4)cc3)c(=O)c2cc1OC ?
COUP-TFII inh: -13.0; TWEAK Fn14 block: -18.7; CF NFkB inh: -12.5; TROY signal inh: 5.7; NCOA2 inhibitor: -13.7; LRH-1 inv ag: 12.3; KKLEB cytotox: 6.5; NCOA1 inh: 0.7; C8 TRAIL sens: 3.5; EBV LMP1 NFkB: 9.5; SRC3 inh: 19.7

What do the screens show for `CCc1ccc2nc(N)sc2c1`?
COUP-TFII inh: -30.2; TWEAK Fn14 block: -8.4; CF NFkB inh: 18.2; TROY signal inh: -45.6; NCOA2 inhibitor: -30.8; LRH-1 inv ag: -81.7; KKLEB cytotox: -3.3; NCOA1 inh: -74.0; C8 TRAIL sens: 24.0; EBV LMP1 NFkB: -8.1; SRC3 inh: -52.3

What do the screens show for `C=CCOc1cccc(CNCc2cccnc2)c1`?
COUP-TFII inh: -9.5; TWEAK Fn14 block: -0.2; CF NFkB inh: -0.5; TROY signal inh: -32.8; NCOA2 inhibitor: -9.1; LRH-1 inv ag: 24.6; KKLEB cytotox: -6.7; NCOA1 inh: 6.3; C8 TRAIL sens: 5.6; EBV LMP1 NFkB: -7.0; SRC3 inh: 2.0

Results for O=C1C=C(O)CC(c2ccco2)C1 (configuration not stated) ?
COUP-TFII inh: -13.1; TWEAK Fn14 block: 16.7; CF NFkB inh: -7.9; TROY signal inh: 3.0; NCOA2 inhibitor: -4.5; LRH-1 inv ag: 4.6; KKLEB cytotox: -2.8; NCOA1 inh: -8.7; C8 TRAIL sens: 8.0; EBV LMP1 NFkB: 1.5; SRC3 inh: -6.1

Results for O=C(NCc1nnc2c(C(F)(F)F)cc(Cl)cn12)c1ccc(Br)o1 ?
COUP-TFII inh: -4.4; TWEAK Fn14 block: 16.1; CF NFkB inh: 3.8; TROY signal inh: -0.3; NCOA2 inhibitor: -19.7; LRH-1 inv ag: 13.4; KKLEB cytotox: 0.8; NCOA1 inh: 7.0; C8 TRAIL sens: 6.8; EBV LMP1 NFkB: 4.4; SRC3 inh: 1.2

What do the screens show for `COc1ccc(NC(=O)C(Cl)=C(Cl)Cl)cn1`?
COUP-TFII inh: 12.2; TWEAK Fn14 block: -25.8; CF NFkB inh: -1.8; TROY signal inh: -18.5; NCOA2 inhibitor: 23.4; LRH-1 inv ag: -0.8; KKLEB cytotox: 2.9; NCOA1 inh: -22.2; C8 TRAIL sens: 2.6; EBV LMP1 NFkB: 3.2; SRC3 inh: -10.2

What do the screens show for `Nc1nc(CSc2nc3ccccc3[nH]2)cs1`?
COUP-TFII inh: -15.6; TWEAK Fn14 block: 15.4; CF NFkB inh: 3.1; TROY signal inh: 8.8; NCOA2 inhibitor: -12.7; LRH-1 inv ag: -31.3; KKLEB cytotox: -0.3; NCOA1 inh: -39.6; C8 TRAIL sens: -14.1; EBV LMP1 NFkB: -12.9; SRC3 inh: -2.1

Results for CCOC(=O)C1(c2csc(N)n2)COC(=O)C1 (configuration not stated) ?
COUP-TFII inh: 11.4; TWEAK Fn14 block: 0.1; CF NFkB inh: 17.9; TROY signal inh: 16.2; NCOA2 inhibitor: 4.3; LRH-1 inv ag: 2.6; KKLEB cytotox: 6.0; NCOA1 inh: 3.2; C8 TRAIL sens: -13.0; EBV LMP1 NFkB: 14.5; SRC3 inh: -1.7

How did CCCOc1ccc(N2C(=O)CC(N3CCCC(C(=O)N4CCCC4)C3)C2=O)cc1 (configuration not stated) do in these assays?
COUP-TFII inh: 7.4; TWEAK Fn14 block: -2.6; CF NFkB inh: -3.4; TROY signal inh: 16.2; NCOA2 inhibitor: -8.6; LRH-1 inv ag: -8.7; KKLEB cytotox: 6.0; NCOA1 inh: -22.2; C8 TRAIL sens: 4.1; EBV LMP1 NFkB: 1.1; SRC3 inh: 6.0

How did CCc1cc2c(=O)c(-c3ccc4c(c3)OCCO4)c(C)oc2cc1OS(C)(=O)=O do in these assays?
COUP-TFII inh: 11.5; TWEAK Fn14 block: 9.9; CF NFkB inh: 30.8; TROY signal inh: 13.3; NCOA2 inhibitor: 22.7; LRH-1 inv ag: 21.3; KKLEB cytotox: -9.1; NCOA1 inh: 10.8; C8 TRAIL sens: 6.2; EBV LMP1 NFkB: 1.0; SRC3 inh: 9.2

Results for CCOC(=O)c1c(C)[nH]c(C)c1S(=O)(=O)N1CCN(c2ccc(F)cc2)CC1 ?
COUP-TFII inh: 5.4; TWEAK Fn14 block: 21.6; CF NFkB inh: 7.9; TROY signal inh: -15.8; NCOA2 inhibitor: 17.4; LRH-1 inv ag: -3.7; KKLEB cytotox: -10.7; NCOA1 inh: 13.3; C8 TRAIL sens: -13.5; EBV LMP1 NFkB: 0.4; SRC3 inh: 2.2

How did CNC(=O)CSc1nnc(-c2cccnc2)n1CCc1ccccc1 do in these assays?
COUP-TFII inh: 12.6; TWEAK Fn14 block: -2.3; CF NFkB inh: 11.5; TROY signal inh: -10.4; NCOA2 inhibitor: -10.6; LRH-1 inv ag: 4.2; KKLEB cytotox: 1.3; NCOA1 inh: -11.3; C8 TRAIL sens: -7.4; EBV LMP1 NFkB: -0.7; SRC3 inh: 1.8

Results for O=C(OCN1C(=O)c2ccccc2C1=O)c1cccnc1SC(F)F ?
COUP-TFII inh: -9.8; TWEAK Fn14 block: 4.5; CF NFkB inh: 6.5; TROY signal inh: 5.0; NCOA2 inhibitor: 2.5; LRH-1 inv ag: -1.1; KKLEB cytotox: -9.4; NCOA1 inh: -11.6; C8 TRAIL sens: 2.7; EBV LMP1 NFkB: -6.3; SRC3 inh: 1.0

What do the screens show for `Cc1cc(C)c(S(=O)(=O)Nc2cccc(-n3cnnn3)c2)c(C)c1`?
COUP-TFII inh: -2.0; TWEAK Fn14 block: -4.1; CF NFkB inh: -7.5; TROY signal inh: 7.5; NCOA2 inhibitor: 18.0; LRH-1 inv ag: -1.2; KKLEB cytotox: 10.2; NCOA1 inh: 9.9; C8 TRAIL sens: 13.3; EBV LMP1 NFkB: -0.4; SRC3 inh: 0.0

Results for Cc1cc(C)c2c(NC(=S)Nc3ccccc3)n[nH]c2n1 ?
COUP-TFII inh: 14.6; TWEAK Fn14 block: -13.8; CF NFkB inh: 11.8; TROY signal inh: -18.3; NCOA2 inhibitor: -41.1; LRH-1 inv ag: -20.2; KKLEB cytotox: 5.2; NCOA1 inh: -2.8; C8 TRAIL sens: -12.5; EBV LMP1 NFkB: 2.9; SRC3 inh: -19.4

What do the screens show for `Clc1cccc(CNc2ccn3nc(-c4cccs4)cc3n2)c1`?
COUP-TFII inh: -29.7; TWEAK Fn14 block: 11.4; CF NFkB inh: -24.8; TROY signal inh: -58.5; NCOA2 inhibitor: -47.4; LRH-1 inv ag: -80.9; KKLEB cytotox: -15.2; NCOA1 inh: -68.9; C8 TRAIL sens: 4.6; SRC3 inh: -63.1

What do the screens show for `Cc1ccccc1-c1cnc(C(O)c2ccc(Cl)c(F)c2)[nH]1` (configuration not stated)?
COUP-TFII inh: -15.2; TWEAK Fn14 block: 13.4; CF NFkB inh: -8.5; TROY signal inh: -5.5; NCOA2 inhibitor: -21.7; LRH-1 inv ag: 6.6; KKLEB cytotox: -16.2; NCOA1 inh: -14.0; C8 TRAIL sens: -2.2; SRC3 inh: 8.4

Results for O=C(CSCc1ccccc1Cl)NNC(=S)Nc1ccccc1 ?
COUP-TFII inh: -10.0; TWEAK Fn14 block: -13.8; CF NFkB inh: -13.8; TROY signal inh: -32.5; NCOA2 inhibitor: -2.6; LRH-1 inv ag: -22.5; KKLEB cytotox: 6.5; NCOA1 inh: -5.6; C8 TRAIL sens: 3.3; EBV LMP1 NFkB: -19.0; SRC3 inh: -8.3

How did CCCCn1c(=O)c(CCC(=O)O)nc2ccccc21 do in these assays?
COUP-TFII inh: 11.5; TWEAK Fn14 block: 3.5; CF NFkB inh: 4.5; TROY signal inh: 13.9; NCOA2 inhibitor: 9.7; LRH-1 inv ag: -15.3; KKLEB cytotox: 0.1; NCOA1 inh: -15.4; C8 TRAIL sens: -2.5; EBV LMP1 NFkB: 3.8; SRC3 inh: 11.6

Results for O=C(NCc1nnc2c(C(F)(F)F)cc(Cl)cn12)c1ccco1 ?
COUP-TFII inh: -5.2; TWEAK Fn14 block: -7.2; CF NFkB inh: 10.0; TROY signal inh: 3.9; NCOA2 inhibitor: 23.1; LRH-1 inv ag: -0.5; KKLEB cytotox: -2.5; NCOA1 inh: 14.6; C8 TRAIL sens: -14.4; EBV LMP1 NFkB: -3.2; SRC3 inh: 20.8

Results for CS(=O)(=O)c1ccc(NCCN2CCOCC2)c([N+](=O)[O-])c1 ?
COUP-TFII inh: 9.6; TWEAK Fn14 block: 14.4; CF NFkB inh: -6.0; TROY signal inh: -12.5; NCOA2 inhibitor: 7.3; LRH-1 inv ag: 2.2; KKLEB cytotox: 4.0; NCOA1 inh: -4.0; C8 TRAIL sens: 1.7; EBV LMP1 NFkB: -3.8; SRC3 inh: 15.0

Results for O=C(Nc1ccc(Br)cc1)C1CCCN(C2=NS(=O)(=O)c3ccccc32)C1 (configuration not stated) ?
COUP-TFII inh: 24.0; TWEAK Fn14 block: -4.8; CF NFkB inh: 17.6; TROY signal inh: 5.9; NCOA2 inhibitor: 13.4; LRH-1 inv ag: 2.3; KKLEB cytotox: 14.0; NCOA1 inh: -0.1; C8 TRAIL sens: -0.8; EBV LMP1 NFkB: 5.6; SRC3 inh: 2.2

How did COc1ccc(S(=O)(=O)Cc2ccc(C(=O)NCc3cccs3)o2)cc1 do in these assays?
COUP-TFII inh: 10.7; TWEAK Fn14 block: 6.9; CF NFkB inh: -16.2; TROY signal inh: -2.8; NCOA2 inhibitor: -6.4; LRH-1 inv ag: -3.7; KKLEB cytotox: 5.9; NCOA1 inh: -29.2; C8 TRAIL sens: 6.2; EBV LMP1 NFkB: 4.5; SRC3 inh: 12.1

How did O=C(NC1CCN(C(=S)Nc2ccccc2)CC1)C1CCCCC1 do in these assays?
COUP-TFII inh: 11.6; TWEAK Fn14 block: 19.5; CF NFkB inh: -8.8; TROY signal inh: -8.0; NCOA2 inhibitor: -9.4; LRH-1 inv ag: -5.6; KKLEB cytotox: 5.2; NCOA1 inh: 12.1; C8 TRAIL sens: -14.1; EBV LMP1 NFkB: -1.7; SRC3 inh: 8.9
